Screens (PubChem BioAssay)
SENP6 inh: blocks the human protease SENP6. Q9GZR1. 330,000 tested, 1.8% active. inhibition, % at 10 µM. AID 2599. Recombinant SENP6 catalytic domain, aminoluciferin luminescence;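 active means inhibition above about 50% at the single tested dose, limit read from the data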;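 further: plate controls were DMSO wells with enzyme for no effect and DMSO wells lacking enzyme for full effect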
SENP8 block: SENP8 (human) protease inhibition; inhibition, % at 20 µM; Q96LD8; 360,000 tested, 0.64% active; recombinant SENP8, Nedd8 substrate fluorescence; AID 602440; in the data active means inhibition mostly above about 40%, no sharp cut-off; inactive means mostly below about 27%
Target sequence (Q96LD8 whole entry, looked up): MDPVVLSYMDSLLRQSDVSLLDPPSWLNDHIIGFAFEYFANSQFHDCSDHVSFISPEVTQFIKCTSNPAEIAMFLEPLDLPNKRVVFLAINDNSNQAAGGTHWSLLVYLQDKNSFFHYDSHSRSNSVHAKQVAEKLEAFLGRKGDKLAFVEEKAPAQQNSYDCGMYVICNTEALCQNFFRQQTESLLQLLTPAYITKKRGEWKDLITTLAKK
GRIN3A LBD mod: modulators (binders) of human NR3A ligand-binding domain; NR3A LBD differential scanning fluorimetry, Tm shift; 0% = protein alone, 100% = glycine-bound protein; Tm shift relative to glycine control, % at 25 µM; 340,000 tested, 2.5% active;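 active means melting temperature shift of at least 10% of the positive control shift, at one fixed dose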
ATG4B inh: blocks human ATG4B protease cleavage of LC3 substrate; 340,000 tested, 0.51% active; ATG4B cleavage of LC3-PLA2, NBD-HPC fluorescence, 1 h; inhibition, % at 8.33 µM; Q9Y4P1; AID 504462; in the data active means inhibition above about 40%
MPTP block: inhibitors of mitochondrial permeability transition pore; isolated mouse mitochondria, Ca2+ swelling absorbance, 30 min; inhibition, % at 10 µM; 360,000 tested, 1.4% active; AID 602449;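 active means inhibition of 50% or more, scaled per plate between neutral and stimulator controls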;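 further: 0% = DMSO wells given calcium and 100% = 1 mM EGTA wells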
SENP7 block: inhibitors of human SENP7 protease. 330,000 tested, 1.5% active. Q9BQF6. AID 434973. inhibition, % at 5 µM. recombinant SENP7, Z-RLRGG-aminoluciferin luminescence, 40 min;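 active means inhibition above about 50% at the single test dose, limit read from the data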;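 further: plate controls were DMSO with enzyme for no effect and no enzyme buffer wells for full effect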
PfG6PD inh: PfG6PD (Plasmodium falciparum) enzyme inhibition; PfGluPho enzyme, NADPH resazurin-diaphorase fluorescence; inhibition, % at 20 µM; 350,000 tested, 0.78% active;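 active means inhibition reaching at least a set limit at 20 µM in the primary screen, cut at about 59% in these data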;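 further: 0% = DMSO wells with substrate and 100% = DMSO wells lacking glucose-6-phosphate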
HKDC1 inhibitor: HKDC1 (human) hexokinase inhibition | recombinant HKDC1, G6PDH/diaphorase resazurin coupled fluorescence | inhibition, % at 20 µM | Q2TB90 | 340,000 tested, 0.16% active | AID 493160;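 active means inhibition above about 35% when tested at 20 µM, limit read from the data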;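 further: plate controls were DMSO wells with enzyme for no effect and DMSO wells lacking enzyme for full effect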
Target sequence (Q2TB90 whole entry, looked up): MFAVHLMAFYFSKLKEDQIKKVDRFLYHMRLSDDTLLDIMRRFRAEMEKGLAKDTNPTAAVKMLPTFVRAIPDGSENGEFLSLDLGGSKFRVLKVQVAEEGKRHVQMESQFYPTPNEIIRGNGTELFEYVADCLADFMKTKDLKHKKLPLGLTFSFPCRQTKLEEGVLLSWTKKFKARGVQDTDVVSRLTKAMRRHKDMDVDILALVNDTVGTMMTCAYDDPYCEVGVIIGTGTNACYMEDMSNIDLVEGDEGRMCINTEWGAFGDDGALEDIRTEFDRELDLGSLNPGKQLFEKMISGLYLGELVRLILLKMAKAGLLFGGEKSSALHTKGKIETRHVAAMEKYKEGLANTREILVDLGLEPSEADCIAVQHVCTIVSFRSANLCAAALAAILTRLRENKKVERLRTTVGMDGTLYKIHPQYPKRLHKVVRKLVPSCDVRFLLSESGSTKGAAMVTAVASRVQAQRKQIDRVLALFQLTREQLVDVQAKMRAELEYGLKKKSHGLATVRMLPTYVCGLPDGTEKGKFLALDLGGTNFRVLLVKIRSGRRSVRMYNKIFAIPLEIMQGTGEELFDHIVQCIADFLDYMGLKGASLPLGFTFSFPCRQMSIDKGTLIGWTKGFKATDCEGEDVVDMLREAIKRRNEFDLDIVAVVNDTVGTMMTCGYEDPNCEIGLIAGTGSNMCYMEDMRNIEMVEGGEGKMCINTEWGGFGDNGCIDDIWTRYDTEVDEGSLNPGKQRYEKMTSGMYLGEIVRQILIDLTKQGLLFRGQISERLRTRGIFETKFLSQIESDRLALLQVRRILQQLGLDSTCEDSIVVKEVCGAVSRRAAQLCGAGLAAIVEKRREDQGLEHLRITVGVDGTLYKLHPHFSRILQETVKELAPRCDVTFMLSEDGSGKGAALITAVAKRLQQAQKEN
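Assay system: in-house recombinant HK5 (HKDC1) enzyme. Input: HKDC1 at 5 µg/mL. Medium: Tris pH 8.0 buffer with MgCl2, Tween-20, BSA, BME. Dosing: single 20 µM dose. Schedule: 90 min reaction incubation at room temperature, dark. Signal: resazurin-to-resorufin fluorescence via G6PDH and diaphorase coupling, 525/613 nm. Controls: DMSO-enzyme wells negative, buffer-substituted wells positive.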
* hit, by the source's call; x = not tested or not shown.

SMILES	SENP6 inh	SENP8 block	GRIN3A LBD mod	ATG4B inh	MPTP block	SENP7 block	PfG6PD inh	HKDC1 inhibitor
CCOc1ccc(NS(=O)(=O)c2ccc(NS(=O)(=O)c3ccccc3)cc2)cc1	-1	8	2	-11	-1.3	2	-26	0
Cc1nnsc1-c1c(C(=O)O)c(C)nn1-c1ccc(OC(F)(F)F)cc1	5	2	0	-4	2.8	-1	-12	-4
CC(=O)Nc1ccc(C(=O)c2ccccc2)cc1	-12	26	13*	11	3.8	2	-2	2
COc1ccccc1NC(=O)Nc1nc(CC(=O)NCc2ccc(F)cc2)cs1	-22	5	-7	-3	-0.4	-12	1	-1
CC(CNC(=O)COC(=O)c1ccco1)c1ccccc1 (stereo unspecified)	-1	13	-2	-4	1.0	7	2	4
CN(C)c1ccc(Nc2ccc([N+](=O)[O-])cn2)cc1	17	29	-1	1	2.9	-15	24	-2
Cc1noc(NS(=O)(=O)c2ccc(NC(=O)CSc3nnc(-c4ccccc4)n3C3CCCCC3)cc2)c1C	1	18	-29	-1	-2.8	4	-44	10
CSCCC(NC(=O)c1ccccc1Br)C(=O)NNC(=O)c1ccncc1 (stereo unspecified)	-11	19	-1	-1	-3.0	2	0	-7
COc1ccc(S(=O)(=O)N2CCCCC2)cc1NC(=O)CNc1ccc(F)cc1C	9	6	-6	-8	1.5	4	14	0
CCCOc1ccc(NC(=O)CC2C(=O)N(C)C(=S)N2Cc2ccc3c(c2)OCO3)cc1 (stereo unspecified)	-6	-11	23*	3	1.9	2	5	2

GRIN3A LBD mod, what is marked active above
structure	SENP6 inh	GRIN3A LBD mod	ATG4B inh	MPTP block	SENP7 block	PfG6PD inh	HKDC1 inhibitor
CC(=O)Nc1ccc(C(=O)c2ccccc2)cc1	-12	13*	11	3.8	2	-2	2
CCCOc1ccc(NC(=O)CC2C(=O)N(C)C(=S)N2Cc2ccc3c(c2)OCO3)cc1 (stereo unspecified)	-6	23*	3	1.9	2	5	2

Back to the main list, repeating the two entries before the break.
SMILES	SENP6 inh	SENP8 block	GRIN3A LBD mod	ATG4B inh	MPTP block	SENP7 block	PfG6PD inh	HKDC1 inhibitor
COc1ccc(S(=O)(=O)N2CCCCC2)cc1NC(=O)CNc1ccc(F)cc1C	9	6	-6	-8	1.5	4	14	0
CCCOc1ccc(NC(=O)CC2C(=O)N(C)C(=S)N2Cc2ccc3c(c2)OCO3)cc1 (stereo unspecified)	-6	-11	23*	3	1.9	2	5	2
CCOc1ccccc1NC(=O)C1CCN(C(=O)C2CC(=O)N(c3ccc(C)cc3)C2)CC1 (stereo unspecified)	-2	17	4	-6	0.6	-1	-5	-2
CCCc1ccc(S(=O)(=O)N2CCN(C(C)C(=O)NCc3ccccc3)CC2)cc1 (stereo unspecified)	-5	13	2	-17	1.0	-8	11	1
CCOc1ccccc1OCCn1nc2ccccc2n1	-20	17	1	2	0.4	0	4	-7
CCCn1c(SCC(=O)Nc2cc(C(=O)O)ccc2C)nc2sc3c(c2c1=O)CCC3	-3	-13	0	-4	1.1	-12	-46	8
CC1CCCC(C)N1C(=O)COC(=O)C12CC3CC(CC(Cl)(C3)C1)C2 (stereo unspecified)	2	12	6	0	-1.4	0	5	1
Cc1ccc2cc(CN(Cc3ccco3)C(=O)NC3CCCCC3)c(=O)[nH]c2c1C	-6	-49	-11	3	0.4	6	10	-4
CC(=O)Nc1ccc(NC(=O)C2(C)CC2(Cl)Cl)cc1 (stereo unspecified)	-18	10	-2	4	0.5	2	-3	-5
COc1cccc(CN2CCNC(=O)C2CC(=O)NCc2cc(C(C)C)no2)c1 (stereo unspecified)	1	-16	0	10	1.6	7	4	6
COc1ccccc1N1CCN(CC(O)COc2ccc3c(C)cc(=O)oc3c2)CC1 (stereo unspecified)	3	-90	9	-3	2.2	6	-8	0
COc1cc(NC(=O)Nc2c(C)n(C)n(-c3ccccc3)c2=O)cc(OC)c1OC	11	3	2	1	-0.3	-4	-5	-2
COc1ccc(-c2noc(N3CCC(C(=O)N(C)c4ccccc4)CC3)n2)cc1	25	10	1	-16	-0.3	3	2	-5
CCOc1ccccc1NC(=O)c1cc(=O)[nH]c2ccc(S(=O)(=O)N3CCOCC3)cc12	5	-9	0	-5	-0.6	-12	-3	-4
O=C(NNc1ccccn1)C(=O)NNS(=O)(=O)c1ccc(F)cc1	-2	-1	-2	-4	1.0	-10	-7	-8
COc1ccccc1N1CCN(C(=O)c2nn(-c3ccccc3OC)c(=O)c3ccccc23)CC1	x	20	-1	-2	-0.2	x	-3	-4
COc1cc2c(cc1OC)CN(C(=O)C1CCC(=O)N(CCCN3CCOCC3)C1)CC2 (stereo unspecified)	-14	-8	0	0	0.1	12	-9	1
Cc1ccc(C(C)NC(=O)c2ccc3c(c2)OCCO3)cc1C (stereo unspecified)	-3	24	0	-14	1.9	-1	11	-4
CC1CN(C(=O)CCC(=O)N2CCN(c3ccccn3)CC2)c2ccccc2O1 (stereo unspecified)	-8	-18	0	-9	0.0	4	-7	-1
CCN1CCc2c(OCc3ccccc3)cccc2C1=O	8	-4	0	3	0.6	-11	11	-2
CCn1c(Cc2ccccc2)nnc1SCC(=O)Nc1ccc2c(c1)OCCO2	-11	19	2	-10	-1.0	-4	9	1
O=C(COC(=O)C1Cc2ccccc2CN1C(=O)c1ccccc1)Nc1ccc(SC(F)F)cc1 (stereo unspecified)	19	5	-1	11	2.1	1	-1	-5
O=C(CCCNC(=O)c1ccc(Cl)cc1)Nc1ccc(Br)cc1	-6	2	-5	-6	2.4	2	-1	-4
CC1=C(C(=O)OCCC(C)C)C(c2ccc3c(c2)OCO3)NC(=O)N1 (stereo unspecified)	-5	3	-3	5	-0.3	2	13	0
Cc1cc(C)c(C#N)c(SCC(=O)Nc2ccccc2C(N)=O)n1	-9	-83	0	-3	0.4	3	0	0
CN(CCCC(=O)Nc1ccccc1F)S(=O)(=O)c1ccc(F)cc1	-10	-4	0	0	-1.4	3	11	-4
O=c1sc(Nc2ccccc2)nc2ccccc12	-1	-4	1	-4	0.3	5	0	-5
Cc1ccc(-n2cc(C(=O)c3cc(Cl)ccc3O)cc(C#N)c2=O)cc1	5	-2	2	-11	93*	-2	-8	-5
O=C(c1ccccc1[N+](=O)[O-])N1CC2C3C=CC(C3)C2C1 (stereo unspecified)	-2	-18	0	-5	0.6	-5	9	-11
COc1c(Cl)cc(Cl)cc1/C=N/NC(=O)c1nnn(-c2nonc2N)c1CN1CCC(C)CC1	4	10	12*	-5	1.2	0	-4	-1
Cc1cc(C(=O)N2CCN(c3ccc([N+](=O)[O-])cc3)CC2)no1	13	22	0	-15	-0.4	21	-18	-1
COc1ccc(NC(=O)C(c2ccc(C)cc2)N(C)C(=O)c2ccc(=O)[nH]c2)cc1 (stereo unspecified)	-12	8	1	5	0.8	-4	0	-3
CCOC(=O)CSc1nnc(CNC(=O)c2ccc(S(=O)(=O)N(C)C)cc2)n1C	5	4	-1	3	1.3	-1	-11	-8
NC(=Nc1nc(-c2ccccn2)cc2ccccc12)c1ccccn1	x	8	-19	4	1.4	x	-11	-37
NC(=O)c1ccc(NC(=O)CNC(=O)c2sc3ccccc3c2Cl)cc1	-17	15	-6	-6	-0.5	7	-9	1
O=C(Nc1cc(Cl)c(Cl)cc1Cl)c1cccnc1	-8	6	1	-7	1.3	12	3	-1
COc1ccc(O)c(C2=Nc3ccccc3N=C(c3ccco3)C2)c1	-12	-95	-7	20	-0.2	-7	-21	5
Cc1ccc2nc(-c3ccc(NC(=O)C(C)N4C(=O)c5ccccc5C4=O)cc3)sc2c1 (stereo unspecified)	1	-387	16*	-19	5.1	0	-10	-9
COc1ccc(OCC(=O)Nc2ccc(OC)c(S(=O)(=O)N3CCCCC3)c2)cc1	12	21	-3	-4	-0.6	-4	-12	0
CCOC(=O)C1=NN(C(C)=O)C2(CC(=O)N(c3cc(C)cc(C)c3)C2=O)C1 (stereo unspecified)	-29	-3	13*	-3	0.2	-6	-10	8
Cc1cc(NC(=O)CSc2nc3cc(Cl)ccc3c(=O)n2Cc2ccco2)no1	-14	-16	1	-6	1.7	9	-2	5
CC(OC(=O)c1cc(=O)c2cc(Cl)ccc2o1)C(=O)N1CCCC1 (stereo unspecified)	-6	-3	0	-11	-2.2	5	6	-5
COc1cc(/C=C/C(=O)O)cc(S(=O)(=O)Nc2cccc(S(=O)(=O)N3CCOCC3)c2)c1OC	-9	23	-3	-1	-2.0	0	2	-3
CCc1nnc(N2C(=N)SCC2=O)s1	-7	4	0	-6	-1.3	3	10	-4
COc1ccc(NC2=C(Cl)C(=O)N(CCc3ccccc3)C2=O)c(OC)c1	5	37	-1	32	0.8	-3	8	-2
O=C(/C=C/Nc1ccccc1C(F)(F)F)c1ccco1	77*	-27	0	6	0.6	69*	21	-8
O=C(NC(=S)Nc1ccc(Cc2ccncc2)cc1)c1ccccc1Cl	-5	7	-1	19	0.7	2	8	-7
O=C(NCCOc1ccccc1)c1cc(S(=O)(=O)N2CCOCC2)ccc1F	4	-2	1	-7	-1.4	9	-9	0
O=C(NCC1(N2CCCCC2)CCCCC1)c1ccc(S(=O)(=O)N2CCCC2)cc1	-16	32	-2	3	2.2	11	-11	-6
COC(=O)[C@]1(Cc2ccccc2)N[C@H](c2ccc(-c3ccccc3)cc2)[C@@H]2C(=O)N(C)C(=O)[C@@H]21	-3	14	1	-14	0.6	0	8	3
CCOC(=O)CSc1n[nH]c(-c2cccnc2)n1	-10	15	0	9	-0.9	-7	-1	-2
O=C(NCCCN1CCN(c2ccccc2F)CC1)C1CCCN(S(=O)(=O)c2cnc[nH]2)C1 (stereo unspecified)	-6	-1	-1	-13	-0.6	9	13	-1

Remaining list, next part:
SMILES	SENP6 inh	SENP8 block	GRIN3A LBD mod	ATG4B inh	MPTP block	SENP7 block	PfG6PD inh	HKDC1 inhibitor
Cc1ccc(NC(=O)CN(C)C(=O)c2ccc(NS(=O)(=O)c3cccc([N+](=O)[O-])c3)cc2)cc1	11	-1	-4	1	-0.3	4	-10	-3
O=C(NCc1ccccc1)c1cc(-c2ccncc2)nc2ccccc12	4	10	-3	-10	0.1	4	1	7
CCC/C(O)=C1\C(=O)CC(c2ccccc2)CC1=NC(C)C(=O)O (stereo unspecified)	-11	7	0	-4	0.7	6	-6	-6
Cc1ccc(S(=O)(=O)N2CCSC2C(=O)O)cc1 (stereo unspecified)	-10	16	1	-13	2.1	-2	-8	2
c1ccc2c(c1)ncn2-c1ccc(-c2ccnc3ncnn23)cc1	-4	-436	-2	-15	0.5	-11	14	0
CCc1ccc(NC(=O)C2C3CCC(O3)C2C(=O)O)cc1 (stereo unspecified)	-6	6	-1	2	0.4	-11	23	-7
O=C(CCN1C(=O)/C(=C/c2ccc3c(c2)OCO3)SC1=S)Nc1ccc(C(=O)O)cc1	14	19	4	3	0.9	1	-10	11
Cc1cc(C)nc(N2N=C(C(C)(C)C)CC2=O)n1	8	63*	-1	-7	-0.7	-3	7	-10
COc1ccc2c(C)cc(SCc3c(C)noc3C)nc2c1	-4	-9	0	12	-0.1	2	8	11
O=C(c1ccccc1)C1N=NCC1c1ccc(Cl)cc1 (stereo unspecified)	x	4	-16	-4	0.1	x	12	1
C=CCn1c(=O)c2ccc(C(=O)NCc3ccccc3)cc2n(Cc2ccc(C)cc2)c1=O	-2	-35	0	-4	-0.3	11	-18	-1
Cc1ncc(C[n+]2ccc(C)c(C)c2)c(N)n1	-9	12	-2	-6	-0.2	-4	-1	-1
COCCNC(=O)c1csc2c1CCCC2	-6	12	3	-1	0.2	-5	5	-7

Complete entries, quoted from the list. Order of values: SENP6 inh | SENP8 block | GRIN3A LBD mod | ATG4B inh | MPTP block | SENP7 block | PfG6PD inh | HKDC1 inhibitor
Entry for COCCNC(=O)c1csc2c1CCCC2 = -6 | 12 | 3 | -1 | 0.2 | -5 | 5 | -7
Entry for COc1ccc2c(C)cc(SCc3c(C)noc3C)nc2c1 = -4 | -9 | 0 | 12 | -0.1 | 2 | 8 | 11

Hits appear at their usual frequency; about 6.9% have a hit in one of these screens.
